LDHA inh = blocks human lactate dehydrogenase A. P00338. actives 0.15% (n = 480,000). activity change, % (values are at about 110 or 230 µM). purified LDHA, NADH/diaphorase-resazurin fluorescence; active compounds read low; in the data active means activity change below about -30%; inconclusive means mostly about -25% to -30%;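 further: plate controls were DMSO wells for no effect and wells without enzyme for full effect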
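Resorufin fluorescence (ex540/em590), read at 0 and 20 min after diaphorase/resazurin addition, reports the NADH left after a 5 min room-temperature reaction of 2 nM human LDH5 with 0.06 mM NADH and 0.2 mM pyruvate.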
PI4K2A block = inhibitors of human PI4K2A | actives 0.13% (n = 420,000) | Q9BTU6 | purified PI4K2A, ADP-Glo luminescence, 1 h; active compounds read low | activity change, negative = inhibition, % at 76.9 µM | AID 1346378; in the data active means activity change below about -50%; inconclusive means mostly about -30% to -49%;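 further: -100% = wells without enzyme as full effect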
Target sequence (Q9BTU6 whole entry, looked up): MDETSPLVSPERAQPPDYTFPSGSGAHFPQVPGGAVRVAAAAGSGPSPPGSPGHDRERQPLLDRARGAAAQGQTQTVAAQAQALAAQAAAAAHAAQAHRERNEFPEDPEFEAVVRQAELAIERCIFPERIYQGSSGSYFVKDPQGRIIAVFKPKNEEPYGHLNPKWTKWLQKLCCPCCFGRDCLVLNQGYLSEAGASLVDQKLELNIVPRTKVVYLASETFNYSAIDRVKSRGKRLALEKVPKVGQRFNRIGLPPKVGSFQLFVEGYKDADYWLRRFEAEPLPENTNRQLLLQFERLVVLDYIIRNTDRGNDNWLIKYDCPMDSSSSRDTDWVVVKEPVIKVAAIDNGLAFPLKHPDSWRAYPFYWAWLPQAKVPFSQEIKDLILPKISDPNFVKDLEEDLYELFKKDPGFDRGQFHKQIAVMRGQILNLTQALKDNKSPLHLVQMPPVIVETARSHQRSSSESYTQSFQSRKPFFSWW
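PI4K2A activity was measured by ADP-Glo luminescence: enzyme (4 ug/mL stock) and phosphatidylinositol (1.2 mM stock) in Tris pH 7.5/MgCl2/EGTA/Triton X-100 buffer were reacted with ATP (300 microM stock) for one hour at ambient temperature.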
RXFP1 ag = RXFP1 (human) receptor agonism; Potency, µM (top dose mostly 57.5 µM), without a hit: at the top dose activation, usual class: activators; AID 2676; Q9HBX9; HEK293T-RXFP1 cAMP TR-FRET, 30 min; response scale: percent of porcine relaxin response, buffer zero; actives 0.3% (n = 370,000); further: potency means the concentration at half of the fitted maximal effect; on the % scale 0 is the no-effect control and ±100 the full control effect; nearly all actives have a fitted effect of over 60% in size; many of its hits are not listed in these tables
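Agonist response is measured as cAMP accumulation in an RXFP1-transfected HEK293T line under PDE4 inhibition. Values are scaled between buffer-only and 29 nM porcine relaxin, and EC50s come from standard Hill equation fits.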
Vif-APOBEC3F blk = Vif-A3F binding inhibition; HeLa A3F-eYFP + Vif (tagged APOBEC3F with the HIV-1 protein that degrades it), YFP fluorescence increase; Potency, µM (top dose mostly 46.1 µM), without a hit: at the top dose activity, negative = active; actives 0.2% (n = 390,000); further: potency means the concentration at half of the fitted maximal effect; % of control where 0% means no effect; nearly all actives have a fitted effect of over 65% in size
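HeLa cells stably expressing A3F-eYFP plus Vif, plated and incubated overnight at 37 deg C, then exposed to compounds overnight at 37 deg C. Blocked degradation read as raised yellow fluorescence (Ex 488/Em 500-530).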
mIDH1 inhibitor = human IDH1 R132H inhibition; O75874; IDH1-R132H enzyme, NADPH consumption, diaphorase/resazurin fluorescence; Potency, µM (doses to about 76.6 µM), for inactives: at the top dose activity change, negative = inhibition, most hits filed as inhibitors; actives 0.093% (n = 390,000); AID 602179; further: potency means the concentration at half of the fitted maximal effect; on the % scale 0 is the no-effect control and ±100 the full control effect; nearly all actives have a fitted effect of over 65% in size
Target sequence (O75874 whole entry R132H, stated change not applied): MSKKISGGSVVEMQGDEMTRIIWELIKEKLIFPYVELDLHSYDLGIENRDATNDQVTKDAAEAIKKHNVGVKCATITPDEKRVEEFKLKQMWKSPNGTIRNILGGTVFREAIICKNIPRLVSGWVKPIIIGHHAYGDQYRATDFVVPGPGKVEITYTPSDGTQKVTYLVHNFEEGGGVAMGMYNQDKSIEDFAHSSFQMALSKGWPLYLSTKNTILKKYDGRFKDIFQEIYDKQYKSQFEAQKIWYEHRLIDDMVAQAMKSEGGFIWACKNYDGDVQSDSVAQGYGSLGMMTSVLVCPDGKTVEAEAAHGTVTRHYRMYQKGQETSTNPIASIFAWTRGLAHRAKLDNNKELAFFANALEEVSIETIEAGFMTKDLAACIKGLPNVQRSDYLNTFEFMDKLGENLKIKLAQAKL
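IDH1-R132H (0.5 ug/mL dispensed) in pH 7.5 Tris buffer was preincubated 30 min with compound, then given a substrate mix of 0.016 mM NADPH and 2 mM alpha-KG for 80 min at room temperature; remaining NADPH was read by diaphorase/resazurin fluorescence.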
TrxR1 substrate = substrates of rat thioredoxin reductase 1; O89049; purified TrxR1 substrate turnover, NADPH consumption readout; Potency, µM (doses to about 114 µM), for inactives: at the top dose activity change, negative = substrate turnover; actives 0.01% (n = 390,000); AID 588456; further: potency means the concentration at half of the fitted maximal effect; on the % scale 0 is the no-effect control and ±100 the full control effect; nearly all actives have a fitted effect of over 50% in size
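Rat TrxR1, dispensed at 90 nM, was prereduced with 400 uM NADPH (final) for 5 min at ~22 deg C, then incubated with compound 15 min before 400 uM selenite. A first-read NADPH fluorescence drop versus no-compound background flagged substrates.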
Vif-APOBEC3G blk = inhibitors of Vif-APOBEC3G interaction | Q9HC16 | HeLa A3G-eYFP + Vif (tagged APOBEC3G with the HIV-1 protein that degrades it), YFP fluorescence, overnight | Potency, µM (series often up to 46.1 µM), for inactives: at the top dose activity, negative = active, most hits filed as inhibitors | actives 0.076% (n = 410,000) | AID 602310;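 further: potency means the concentration at half of the fitted maximal effect; on the % scale 0 is the no-effect control and ±100 the full control effect; nearly all actives have a fitted effect of over 60% in size; hits raise eYFP signal because A3G escapes Vif-driven loss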
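Read-out is eYFP fluorescence (Ex 488/Em 500-530) from Vif-expressing HeLa A3G-eYFP cells; more signal means A3G escaped Vif-mediated degradation. Cells plated overnight, compound pinned in, incubated overnight at 37 deg C.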
Glioma ERSR ind = ER stress response induction in glioma; actives 0.02% (n = 420,000); U87-MG GRP78 promoter luciferase reporter, 16 h; Potency, µM, for inactives: top-dose activation, most hits filed as activators; AID 602332; further: potency means the concentration at half of the fitted maximal effect; series mostly up to about 76 µM; % of control where 0% means no effect; nearly all actives have a fitted effect of over 35% in size
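ERSR induction read as luciferase luminescence (Bright-Glo, 10 min at room temperature) in stably transfected human U87-MG glioma cells exposed to compounds for 16 h, using GRP78 as sensor.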
USP1 inh = inhibitors of human USP1/UAF1 deubiquitinase. recombinant USP1/UAF1, Ub-Rhodamine cleavage fluorescence. Potency, µM (titrated, usually from 57.1 µM), for the others: top-dose activity change, negative = inhibition, usual class: inhibitors. actives 0.23% (n = 390,000). AID 743255; further: potency means the concentration at half of the fitted maximal effect; on the % scale 0 is the no-effect control and ±100 the full control effect; nearly all actives have a fitted effect of over 60% in size; inactives centre near -12
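USP1/UAF1 complex (1 nM) preincubated 15 min at room temperature with compound, then Ub-Rho substrate (150 nM final) added. Kinetic fluorescence at 480/540 nm over 6 reads at 60 s intervals; 50 mM HEPES pH 7.8, 0.5 mM EDTA, 0.1 mg/ml BSA, 1 mM TCEP, 0.01% Tween-20.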
An asterisk follows results filed as active; u = inconclusive; x = no result given; & = joins results of further samples; [ ] = remark or other dose. Unless noted, the call rests on the fitted dose curve; in most records, active means well fitted curve in the direction sought with a large enough effect; inconclusive means small, poorly fitted or top-dose-only effect, or another doubt; inactive means no such curve, though single readings can be large; an effect the other way counts as inactive or inconclusive.

The line under a structure holds: LDHA inh, PI4K2A block, RXFP1 ag, Vif-APOBEC3F blk, mIDH1 inhibitor, TrxR1 substrate, Vif-APOBEC3G blk, Glioma ERSR ind, USP1 inh
1: COc1ccc(Nc2oc(-c3ccccc3F)nc2C#N)cc1
→ -1.9, -0.2, 0.8%, -0.2%, 3.7%, 82.2%[activator][57.1 µM], -5.8%, 1.4%, -6.4%
2: Cc1cc(C)c(S(=O)(=O)N2CCN(C(=O)c3c(C)nn(-c4ccccc4)c3Cl)CC2)c(C)c1
→ -1.6, -5.6, x, -20.4%, 4.8%, 14.9%, u, -5.1%, -21.4%
3: Cc1ccc([C@H]2N[C@]3(CCCN(Cc4cccn4C)C3=O)[C@H]3C(=O)N(Cc4ccccc4)C(=O)[C@@H]23)cc1
→ 1.2, -1.4, x, 5.0%, 12.1%, x, -1.2%, -1.3%, -31.7%
4: CC(C(=O)Nc1ccccc1-c1ccccc1)N1CCN(C(=O)c2ccccc2)CC1 (configuration not stated)
→ 0.6, 0.9, 0.0%, 9.3%, 1.6%, 0.2%, 2.5%, -2.5%, -20.9%
5: Brc1ccc(-c2cnc(-c3cccs3)o2)cc1
→ 1.8, -3.3, 7.4%, x, 5.7%, 73.1%[activator], -1.4%, -0.2%, -16.3%
6: COc1cc(NC(=O)Nc2nnc([C@@H]3C[C@H](O)[C@@H](CO)O3)s2)cc(OC)c1OC
→ 6.2, 0.1, x, x, x, x, 2.7%, 0.1%, x
7: COc1ccc(Cl)cc1NC(=S)Nc1ccccc1F
→ -16.0, 2.2, 1.4%, -7.8%, 0.0%, 4.1%, 7.3%, -4.7%, -6.6%
8: CCOC(=O)Cc1c(C)nc2c(-c3ccc(OC)cc3)c(C)nn2c1C
→ -5.5, 1.9, -1.1%, -1.0%, 7.6%, -10.4%, 0.1%, -3.7%, -5.7%
9: Cc1ccc(S(=O)(=O)NN=C2C3CC4CC(C3)CC2C4)cc1
→ -7.2, -5.1, -0.2%, 3.4%, -1.5%, -0.6%, -0.2%, -2.5%, -2.5%
10: O=C(COc1cccc2cccnc12)Nc1cccc(S(=O)(=O)N2CCCC2)c1
→ 0.6, -19.3, -0.2%, -0.7%, -3.3%, 0.0%, -7.9%, -0.1%, u
11: O=C(Nc1ccc(F)cc1)c1ccccc1S(=O)(=O)c1ccccc1[N+](=O)[O-]
→ -7.1, -0.9, 0.7%, -1.0%, 0.2%, -2.4%, -2.0%, -3.0%, -16.9%
12: CCC(C)Nc1nc2c(c(=O)[nH]c(=O)n2C)n1Cc1ccc(F)cc1 (configuration not stated)
→ -1.0&-8.3, -1.2, 4.6%, -2.4%, 32.2%[activator], 5.1%, 5.9%, 2.6%, -26.8%
13: COc1ccccc1-c1nc2c(c(SCC(=O)Nc3ccccc3F)n1)Cc1c(CO)cnc(C)c1O2
→ 0.8, -4.7, -0.5%, 5.6%, -9.8%, -9.7%, -10.8%, -2.4%, -15.2%
14: COc1cccc(NC(=O)c2cc(CN3CCOCC3)on2)c1
→ -18.3, -1.2, -1.1%, -3.8%, 0.0%, -2.3%[57.1 µM], 4.7%, -2.1%, -17.4%
15: Cc1cccc(C)c1N(CC(=O)NC1CCCCC1)C(=O)c1csnn1
→ -3.5, -1.6, -0.4%, -0.4%, -2.7%, 10.8%[0.0914 µM], -6.1%, -6.3%, -13.8%
16: CCCCc1ccc(NC(=S)N2CCC(O)CC2)cc1
→ -2.5, -17.7, 3.5%, -2.4%, 2.2%, -2.6%, 2.8%, 5.7%, -8.6%
17: Cc1cc(NS(=O)(=O)c2c(C)[nH]c(=O)[nH]c2=O)ccc1Br
→ -9.3, 1.0, 0.4%, -6.2%, -12.2%, 0.2%, -0.8%, -0.1%, 2.2%
18: CCCn1c(CCC(=O)Nc2ccc(C)c(Cl)c2)nc2cccnc21
→ -10.1, 2.5, 6.2%, -14.9%, 35.5%[activator], -13.1%, -3.6%, -1.7%, -0.5%
19: Cn1nccc1C(=O)N1CCCC(C(=O)c2ccc(C(F)(F)F)cc2)C1 (configuration not stated)
→ -1.1, 5.7, 1.2%, -2.6%, 0.0%, -7.0%, 0.1%, 0.7%, -21.3%
20: Cc1ccc(C(=O)N(Cc2nnc(-c3ccc(Cl)cc3)o2)C2CC2)o1
→ -13.0, -3.2, 2.8%, 1.0%, -13.8%, -3.1%, 2.9%, 2.5%, -8.1%
21: Cc1nc2nc(Cc3ccccc3)[nH]n2c(=O)c1Cc1ccccc1
→ 0.9, 6.1, -0.2%, 4.3%, 10.2%, -4.6%[57.1 µM], -13.5%, -3.4%, -14.8%
22: CCc1ccccc1Nc1ncnc2c1nc1n2CCCC1
→ -5.3, 0.4, 2.1%, 0.9%, -8.5%, -5.6%, 1.2%, 2.2%, -12.6%
23: O=c1[nH]c(CCC2CCCC2)nc2ccccc12
→ -1.3, 0.2, 6.4%, 0.0%, 2.3%, -8.7%, 2.4%, -1.3%, -22.4%
24: C=CCn1c(SC(C)C(=O)Nc2ccc(Cl)cn2)nnc1C1CC1 (configuration not stated)
→ -2.0, 2.7, -1.6%, -3.8%, -2.7%, -1.3%[57.1 µM], 0.1%, 2.4%, -4.5%
25: CC(C)CN(CC(C)C)c1ccc(/C=N/n2cnnc2)cc1[N+](=O)[O-]
→ -0.6, 4.1, 0.1%, 4.6%, -12.2%, -22.3%, 2.1%, -4.8%, -14.6%
26: COc1ccc2nc(N3C(=O)CC(C(C)c4ccccc4)C3=O)sc2c1 (configuration not stated)
→ -1.8, 5.6, 1.2%, 0.5%, -0.2%, 1.2%, -1.6%, 1.6%, -10.9%
27: CCOc1ccc(CC(C(=O)NN)C(=O)NN)cc1CN(C)C
→ 0.3, -5.3, 1.2%, -2.8%, -4.4%, 7.5%, 1.0%, -1.9%, u
28: C=C(C)C(=O)N1CCN(C(=O)C(=C)C)c2ccccc21
→ -1.8, -2.1, x, -1.4%, 4.0%, -6.7%[57.1 µM], 0.0%, 1.3%, -8.1%
29: O=C(O)CCC(=O)N1CCN(c2cccc(Cl)c2)CC1
→ -6.2&-2.3, 1.3, -0.1%, 0.0%, 10.9%, 1.7%, -4.5%, -4.6%, -10.6%
30: Cc1ccc(-c2cnc(C(O)c3cc(C)cc(C)c3)[nH]2)cc1 (configuration not stated)
→ -7.6, -0.6, x, x, x, x, -6.2%, -2.7%, x
31: CNc1oc(-c2ccccc2F)nc1S(=O)(=O)c1ccc(C)cc1
→ -1.9, 4.2, -2.7%, -7.8%, 1.8%, 6.4%, 0.2%, -0.6%, 1.4%
32: CCOC(=O)c1cc(NC(=O)c2ccc(F)cc2)c(=O)n2c1oc1ccccc12
→ -1.6, 9.5, 0.5%, -0.6%, 3.8%, 0.0%, 1.0%, -2.1%, -14.6%
33: COc1cc(CC(=O)Nc2cccc(C(F)(F)F)c2)cc(OC)c1OC
→ -2.5, 1.1, 0.5%, -10.5%, 5.1%, -2.2%, -0.5%, -5.2%, 3.3%
34: COc1ccc(Cl)cc1C(=O)NCc1ccc2c(c1)OCO2
→ -5.0, 1.2, -0.3%, -1.5%, -8.6%, -7.7%, -1.7%, -0.4%, 6.2%
35: O=C(O)CCNC(=O)c1ccc(NC(=O)Cc2ccc(Cl)cc2)cc1
→ -4.6, -2.6, 1.3%, 3.3%, 3.7%, -18.6%[57.1 µM], -0.4%, -3.0%, -0.9%
36: CC(=O)Nc1ccc(S(=O)(=O)Nc2ccc3c(c2)OCCO3)cc1Cl
→ 0.9, 2.9, 1.1%, -4.9%, 0.6%, 1.9%, 0.8%, -0.9%, -25.2%
37: COc1ccc(C(=O)NNC(=O)c2ccc(S(=O)(=O)N3CC(C)OC(C)C3)cc2)cc1 (configuration not stated)
→ -11.4, 1.7, 0.9%, 1.8%, 5.0%, -5.4%, 4.3%, -2.0%, -9.4%
38: Cc1ccc2nc(SC(C(=O)Nc3ccc(F)cc3)c3ccccc3)[nH]c2c1 (configuration not stated)
→ -2.6, -1.6, 1.2%, -5.3%, -2.9%, -11.8%, -1.3%, -8.6%, -7.4%
39: O=C(c1ccc(Br)o1)N1CCCc2ccccc21
→ 11.7&-8.0, 6.8, -0.2%, 2.9%, 5.0%, -6.6%, -8.2%, 1.4%, -5.2%
40: COc1ccc([C@H]2C[C@@H](n3cc(C4CC4)nn3)[C@H](O)CN2Cc2cccs2)cc1
→ -15.0, -0.9, x, -10.7%, -0.1%, x, -16.7%, -3.6%, -0.6%
41: CCOc1ccc(CCNC(=O)C(O)c2ccccc2)cc1 (configuration not stated)
→ -0.4, -8.6, 1.2%, -4.0%, 4.6%, -9.0%, -2.2%, 1.5%, -13.5%
42: CCNC(=S)N1CCN(CCN=CC2=C(O)CC(c3ccco3)CC2=O)CC1 (configuration not stated)
→ -3.9, 6.2, -0.1%, -0.6%, 6.8%, 8.0%[57.1 µM], -1.3%, -1.7%, -11.0%
43: COc1cc(NS(=O)(=O)c2ccc(NC(=O)c3ccc(Cl)cc3Cl)cc2)ncn1
→ -1.2, -3.7, -3.4%, 5.7%, 3.8%, -10.0%, -5.3%, -7.0%, -18.0%
44: CCOc1ccc(CCNC(=O)COC(=O)Cc2c[nH]c3ccccc23)cc1OCC
→ -1.2, 0.6, 1.1%, 8.8%, 5.9%, -8.1%, -0.3%, -1.5%, -14.9%

Not all compounds are listed, so the mix of outcomes need not match the whole.
